# PfM18AAP inh – PfM18AAP enzyme inhibition | recombinant PfM18AAP, H-Glu-NHMec fluorogenic cleavage | inhibition, % at 7.35 µM | 290,000 compounds, 1.2% hits | AID 1822;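 active = inhibition above the campaign mean inhibition over all tested compounds plus 3 SD, cut at about 28% in these data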;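 also: 0% = plate median of test compound wells and 100% = 2 mM ZnCl2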
# MEKK2 WT-MEK5 – raises or lowers MEK5 binding to wildtype human MEKK2 PB1 domain; 290,000 compounds, 1.1% hits; Q9Y2U5; AID 1531; bead flow cytometry, Alexa488-MEK5 binding to MEKK2 WT; actives lie on both sides; binding response (% of control), % at 10 µM; in the data active = binding response below about 67% or above about 130%
# OXTR potentiator – potentiates the human oxytocin receptor response; P30559; CHO-OTR cells, Fluo-8 calcium fluorescence, potentiator mode; 0% = oxytocin EC15, 100% = EC100; activation, % at 3 µM; 320,000 compounds, 0.061% hits; AID 2445;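 active = activation above that plate's cutoff, the mean activation of tested compounds plus 3 SD, cut at about 6.6% in these data, passing the limit was not always enough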;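 also: 100% uses oxytocin at 75 nM as the full agonist control; some results filed as inactive read as strong as hits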
#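 Assay system: CHO-OTR cells, human receptor / Also added: oxytocin at about EC15, sub-maximal agonist stimulus / Dosing: single dose, 3.0 µM nominal final compound concentration / Incubation: 6 min pre-incubation, 100 s read / Technique: Fluo-8 calcium dye fluorescence / Read-out: % activation vs EC15 and EC100 oxytocin / Benchmarks: EC15 oxytocin low, 75 nM oxytocin high / Replicates: singlicate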
# MEKK2mut PB1 HTS – signal of MEK5 binding to mutant human MEKK2 PB1 domain; bead flow cytometry, Alexa488-MEK5 binding to MEKK2 mutant; percent response, % at 10 µM; 290,000 compounds, 0.35% hits; in the data active = percent response above about 24%, passing the limit was not always enough; also: inactives centre near 1; some results filed as inactive read as strong as hits; reference of the scale not given here
# OXTR agonist – agonists of human oxytocin receptor. P30559. CHO-OTR cells, Fluo-8 calcium fluorescence; normalized: DMSO 0%, oxytocin 100%. activation, % at 3 µM. 320,000 compounds, 0.32% hits;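 active = activation above the mean of all tested compounds plus 3 SD, cutoff set per screening run, cut at about 20% in these data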;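 also: peak over basal fluorescence ratio from a 100 s FLIPR kinetic read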
# V1aR counter – activates human V1a receptor in oxytocin agonist counter-screen; AID 2797; CHO-V1R cells, Fluo-8 calcium fluorescence, agonist mode; 0% DMSO, 100% 3 nM vasopressin; P37288; activation, % at 3 µM; 320,000 compounds, 0.25% hits;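 active = activation above the mean activation of all tested compounds plus 3 SD, per screening run, cut at about 20% in these data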;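 also: signal is peak over basal fluorescence ratio across a 100 second FLIPR read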
# Target sequence (P37288 whole entry, looked up): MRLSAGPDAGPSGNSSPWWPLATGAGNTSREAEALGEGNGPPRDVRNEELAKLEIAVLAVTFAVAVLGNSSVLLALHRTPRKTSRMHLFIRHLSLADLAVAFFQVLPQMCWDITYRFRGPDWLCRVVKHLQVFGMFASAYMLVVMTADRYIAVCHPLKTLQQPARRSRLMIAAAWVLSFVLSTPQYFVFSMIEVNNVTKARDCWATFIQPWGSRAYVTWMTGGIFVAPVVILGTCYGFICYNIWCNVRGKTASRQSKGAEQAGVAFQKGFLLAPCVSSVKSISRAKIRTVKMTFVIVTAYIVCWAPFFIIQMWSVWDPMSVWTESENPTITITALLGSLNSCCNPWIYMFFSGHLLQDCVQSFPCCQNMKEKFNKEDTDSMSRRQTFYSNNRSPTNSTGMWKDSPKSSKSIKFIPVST
# GalR3 antagonist – antagonists of human GalR3; 360,000 compounds, 0.44% hits; inhibition, % at 3 µM; HEK293 GalR3-CNG cAMP membrane potential fluorescence; galR3 body fused to GalR1 C-terminus;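 active = inhibition above the screen-wide average plus 3 SD, cut at about 13% in these data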;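 also: forskolin and galanin both at EC90 stimulate the cells; cAMP rise reported by CNG channel membrane potential dye signal; 0% = forskolin plus galanin with DMSO and 100% = forskolin alone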
# Target sequence (O60755 1-299 limits assumed): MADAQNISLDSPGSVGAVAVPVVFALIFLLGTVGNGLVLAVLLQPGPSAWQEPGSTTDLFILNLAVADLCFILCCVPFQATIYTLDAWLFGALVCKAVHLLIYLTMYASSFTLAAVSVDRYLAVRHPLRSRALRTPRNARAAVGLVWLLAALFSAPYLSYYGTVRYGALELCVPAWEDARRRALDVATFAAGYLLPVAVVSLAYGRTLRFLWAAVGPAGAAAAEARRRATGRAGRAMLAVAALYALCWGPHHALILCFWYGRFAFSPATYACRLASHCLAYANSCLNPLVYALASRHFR
# GPR7 antagonist – antagonists of human GPR7 (neuropeptides B/W receptor 1); GPR7-expressing cells, fluorescence antagonist assay; inhibition, % at 4.4 µM; 290,000 compounds, 1.1% hits; in the data active = inhibition above about 16%, passing the limit was not always enough;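 also: cells stimulated with the agonist NPW; 0% = agonist with vehicle and 100% = vehicle without agonist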
# Target sequence (P48145 whole entry, looked up): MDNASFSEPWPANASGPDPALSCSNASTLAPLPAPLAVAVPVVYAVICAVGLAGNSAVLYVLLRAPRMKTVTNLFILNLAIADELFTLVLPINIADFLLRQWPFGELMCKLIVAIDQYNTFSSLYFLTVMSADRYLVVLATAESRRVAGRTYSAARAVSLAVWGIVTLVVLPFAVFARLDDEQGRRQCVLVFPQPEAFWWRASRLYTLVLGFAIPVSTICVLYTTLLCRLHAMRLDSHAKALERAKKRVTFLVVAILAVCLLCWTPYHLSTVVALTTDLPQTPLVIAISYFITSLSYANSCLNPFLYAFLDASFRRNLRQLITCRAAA
# NALP1 yeast inh – blocks the NALP1 inflammasome reconstituted in yeast. 280,000 compounds, 0.61% hits. inhibition, % at 10 µM. S. cerevisiae NALP1/ASC/caspase-1 growth, X-gal OD620, 72 h. AID 2071; in the data active = inhibition mostly above about 24%, no sharp cut-off; inactive = mostly below about 32%; also: some compounds called inactive have numbers as strong as hits
# Active calls of the source: *; . = not tested or not shown.
SMILES,PfM18AAP inh,MEKK2 WT-MEK5,OXTR potentiator,MEKK2mut PB1 HTS,OXTR agonist,V1aR counter,GalR3 antagonist,GPR7 antagonist,NALP1 yeast inh
O=C1c2ccccc2C(=O)c2cc(S(=O)(=O)Nc3ccccc3)ccc21,-1,93,-10,-4,-0.7,0.7,0,-12,30
Cc1cnn(Cc2cccnc2)c1N,-9,111,-1,0,-0.9,-0.5,2,-4,.
O=C(OCC(=O)N1CCCc2ccccc21)c1cc(S(=O)(=O)N2CCOCC2)ccc1O,.,.,-6,.,-0.2,0.7,-4,.,.
CCOC(=O)[C@H]1[C@H]2COc3ccccc3[C@@H]2N2C(=O)c3cc(F)c(F)cc3NC(=O)[C@@]12C,.,.,-5,.,-1.4,0.0,-8,.,.
COc1ccc(C2C3=C(CCCC3=O)Nc3c(-c4ccccc4)c(C)nn32)cc1 (stereo unspecified),10,94,-1,-6,-0.7,0.0,.,-20,14
COC(=O)CNC(=O)C(C)NC(=O)CNC(=O)OCc1ccccc1 (stereo unspecified),-5,101,-11,-3,0.5,-0.4,1,-5,4
CC(=O)Nc1ccc(S(=O)(=O)NCc2nnnn2-c2ccc(Cl)cc2)cc1,.,.,-1,.,-0.3,-0.1,-1,.,.
COC(=O)CN(c1ccc(OC)cc1)S(=O)(=O)c1ccc(OC)c(OC)c1,-4,95,-8,-1,-0.4,1.8,-3,13,.
COc1cccc(NC(=O)CSc2ncc(S(=O)(=O)c3ccccc3)c(=O)[nH]2)c1,2,118,-4,29,0.4,0.1,-6,-18,-14
CCOC(=O)CSc1nnc(CNC(=O)c2ccc(OC)cc2OC)n1C,-5,99,-6,-2,0.4,1.0,-1,25,-1
CCN(CC(=O)Nc1c(F)cccc1F)C(=O)c1ccc(OCc2c(C)noc2C)cc1,.,.,-5,.,1.9,0.3,-5,.,.
Cc1c(CN2CCc3c([nH]c4ccccc34)C2C2CCCCC2)cnn1C (stereo unspecified),-1,102,0,0,-1.0,0.0,2,-3,-1
CC(=O)C(Cc1ccc(Cl)nc1)Cc1ccc(Cl)nc1,-1,102,-1,-1,-1.3,0.6,-4,-12,-9
Cc1cccc(C)c1OCC(=O)Nn1c(COc2ccccc2)nc2ccccc2c1=O,-9,.,-9,.,-2.5,-0.9,0,10,17
CCOC(=O)CCc1c(C)nc2c(c(C)nn2-c2ccccc2)c1C,-5,103,-6,5,0.1,-0.2,-6,-8,0
Cc1ccc(C(=O)NCCNC(=O)CN2CCCC2)cc1,7,97,-12,-3,0.4,0.9,0,-12,8
Cn1c(C(=O)NCc2cccs2)cc2c(=O)n(C)c3ccccc3c21,3,100,-7,-2,0.1,0.5,4,-7,10
Cc1oc(-c2ccccc2)nc1C(=O)OCC(=O)NCc1ccccc1,.,.,-3,.,-2.8,-0.7,0,.,.
CC(C)CN(CC(C)C)CC(O)COc1ccccc1Br (stereo unspecified),-10,102,-3,3,-2.0,-1.6,-9,-6,22
Cc1ccccc1-n1nc2c(c1NC(=O)c1ccc(Br)o1)CSC2,-4,93,-5,-7,-1.8,1.5,.,4,14
COc1ccccc1N(C)S(=O)(=O)c1ccc(C(=O)OCC(=O)NCC(F)(F)F)cc1,0,97,4,-4,3.5,1.3,-7,1,1
COc1cc(NC(=O)CCc2ccccc2)nc(OC)n1,4,105,-4,9,-1.4,-0.7,-7,-11,13
COc1ccccc1NCC(=O)n1nc(C)cc1C,0,89,-15,-10,-2.2,-1.3,8,-10,13
N#Cc1nc(COc2ccc(Br)cc2)oc1N1CCCCCC1,0,99,-8,0,-1.1,0.1,-1,15,-2
Cn1c(N)c(C(=O)COC(=O)c2cccc(S(=O)(=O)N3CCOCC3)c2)c(=O)n(C)c1=O,.,.,-8,.,1.5,1.6,3,.,.
COC(=O)c1ccccc1NC(=O)/C=C/c1ccco1,-1,103,0,4,-2.6,0.5,1,-3,20
COc1ccccc1CNC(=O)[C@H](C)NC(=O)C1CCN(C(=O)[C@@H](N)CCSC)CC1,-1,105,4,2,0.7,1.1,-6,5,15
C=CCOC(=O)C1=C[C@H](c2ccc(Br)cc2)C[C@H](OCc2ccc(CO)cc2)O1,.,82,-3,-8,-0.2,-0.2,-2,.,.
O=S1(=O)CCC(n2nccc2-c2ccccc2)C1 (stereo unspecified),-1,104,-16,1,0.5,0.2,-7,0,5
Cc1cccc(C(=O)Nc2nnc(S(=O)(=O)N(C)Cc3ccco3)s2)c1,-6,100,0,-1,3.5,5.5,-7,9,16

# A draw from above in order of count of non-hydrogen atoms, high to low:
SMILES,PfM18AAP inh,MEKK2 WT-MEK5,OXTR potentiator,MEKK2mut PB1 HTS,OXTR agonist,V1aR counter,GalR3 antagonist,GPR7 antagonist,NALP1 yeast inh
Cn1c(N)c(C(=O)COC(=O)c2cccc(S(=O)(=O)N3CCOCC3)c2)c(=O)n(C)c1=O,.,.,-8,.,1.5,1.6,3,.,.
COc1cc(NC(=O)CCc2ccccc2)nc(OC)n1,4,105,-4,9,-1.4,-0.7,-7,-11,13
O=S1(=O)CCC(n2nccc2-c2ccccc2)C1 (stereo unspecified),-1,104,-16,1,0.5,0.2,-7,0,5

# Additional compounds follow.
SMILES,PfM18AAP inh,MEKK2 WT-MEK5,OXTR potentiator,MEKK2mut PB1 HTS,OXTR agonist,V1aR counter,GalR3 antagonist,GPR7 antagonist,NALP1 yeast inh
CC(C)(C)c1nnc(NC(=O)c2cccnc2Cl)s1,3,100,7,7,0.4,0.5,3,-8,14
N#Cc1ccsc1NC(=O)COC(=O)c1ccc2ccccc2c1,2,99,-8,-1,0.1,-0.1,-3,-13,13
Cc1onc(-c2ccccc2Cl)c1C(=O)N1CCN(c2cccc(Cl)c2)CC1,.,107,-9,6,-1.1,2.3,-5,.,-22
O=C(CCCCl)NC(=S)Nc1ccc(CN2CCOCC2)cc1,3,93,-5,-15,1.3,-0.8,-2,-8,-1
O=C1Nc2cc(Cl)c(Cl)cc2N(O)N1c1ccccc1Cl,-6,95,-5,-2,-0.2,-0.4,-3,-9,-1
Cc1ccc2c(N)c(C)ccc2c1,-12,109,-1,9,-2.5,-1.4,-4,-7,6
N/C(=N\OC(=O)c1ccc(Cl)cc1[N+](=O)[O-])c1cccnc1,-20,96,-3,-3,-1.7,1.6,0,3,-3
CCCCC(=O)Nc1cccc(C(=O)N/N=C/c2ccc(OC)cc2OC)c1,9,94,-4,1,-0.1,-0.6,0,-6,18
COc1ccc(N=Nc2c(C)n[nH]c2C)cc1,-7,103,-2,8,-0.8,-0.2,-10,-2,4
C=CSc1sc(Cl)c(N(C)C)c1[N+](=O)[O-],5,96,-14,-3,-0.3,0.4,-4,-9,-7
O=C(Cc1cccs1)NCCn1ccc2ccccc21,7,102,-4,5,-1.1,1.4,.,-1,.
Cn1c(=O)c2c(ncn2CC(=O)N/N=C/C=C/c2ccco2)n(C)c1=O,6,100,-5,0,0.0,-0.2,-4,-6,0
CCOC(=O)N1CCN(C(=O)c2cccc(-n3c(=S)[nH]c4cc(Cl)ccc4c3=O)c2)CC1,-3,109,-5,9,-1.6,-0.1,-4,-3,6
Cc1cccc(OCC(=O)NNC(=O)Cn2c(=O)cnc3ccccc32)c1,.,.,-2,.,0.5,-0.1,-5,.,.
O=C(COC(=O)c1ccc(Cl)c(S(=O)(=O)N2CCCC2)c1)NC1CCCC1,1,92,-12,-6,-0.1,1.9,1,-5,-7
COc1ccccc1OCCn1cc(/C=N/NC(=O)c2ccncc2)c2ccccc21,2,104,-5,9,0.8,2.1,-5,-10,.
CS(=O)(=O)Nc1ccc(C(=O)NCc2ccco2)cc1,0,107,-5,7,1.2,-0.8,-11,-1,4
CCSc1nnc(NC(=O)c2ccco2)s1,-6,100,-7,-1,0.5,-0.1,1,4,15
O=C(c1ccco1)N1CCN(Cc2cc(=O)c(OCc3cccc(Cl)c3)co2)CC1,.,.,-9,.,-1.0,-0.2,-4,.,.
CCOC(=O)C1(Cc2cccc(OC)c2)CCCN(Cc2c(C)nn(C(C)C)c2C)C1 (stereo unspecified),-3,107,-7,7,-0.9,-0.3,0,-11,-1
C1CCC2=NCCCN2CC1,-1,98,-2,0,0.3,-0.1,-3,-6,4
COc1ccc(C(=O)N(C)Cc2ccc(C)o2)cc1OC1CCN(C(C)=O)CC1,-10,102,-5,-4,1.1,-0.1,-4,23*,16
CCCCn1c(N)c(N(CC)C(=O)c2cc(C)cc(C)c2)c(=O)[nH]c1=O,-1,95,-3,2,1.0,0.9,-9,-8,3
Cc1ccc(SC(C)C(=O)NCc2cccnc2)cc1 (stereo unspecified),0,102,-5,7,0.0,0.0,-4,-4,-1
Clc1ccc(Nc2c3c(nc4ncnn24)CCC3)cc1,-2,98,7,-23,-2.1,-1.3,-3,-22,.
CCCCN=C(C)C1=C(O)CSC1=O,7,101,-6,4,0.3,-0.1,4,-15,-8
Cc1cc(C)cc(-c2nc(-c3ccncc3)no2)c1,4,109,-1,2,-0.5,0.1,1,-2,-15
CN(C)c1nnnn1Cc1ccc(Cl)cc1Cl,-4,94,7,-9,-1.5,1.0,-2,-9,0
CN(Cc1ccccc1Cl)C(=O)C1CCC(=O)N(CCc2cccc(F)c2)C1 (stereo unspecified),-4,107,6,5,-0.4,4.5,-2,4,2
C=CCn1c(NC(C)c2cc(Cl)ccc2O)nc2ccccc21 (stereo unspecified),7,.,-7,.,0.9,4.6,-2,-6,47*
S=C1NCN(Cc2ccco2)CN1c1cccc2ccccc12,-6,97,3,-2,1.0,-0.5,-4,-12,17
CCCOc1c(OC)cc(Cl)cc1C1NC(=O)NC(C)=C1C(=O)NCc1ccccc1 (stereo unspecified),5,100,3,1,-1.2,-1.2,-2,-3,3
CCOC(=O)/C(=N\Nc1ccccc1Cl)N1CCN(c2ccccc2OC)CC1,1,91,-3,-4,-0.3,-0.3,1,-9,-14
COc1ccc(/C=N/n2cnnc2SCc2ccccc2)cc1,0,104,-5,8,-0.5,-0.6,-1,-14,7
C/C(CC(C)C)=N\NC(=O)Nc1ccccc1,3,112,3,12,0.1,-0.1,-1,-12,18
COc1cc(C(=O)Nc2ccc3c(c2)C(=O)N(CCC(=O)O)C3=O)cc(OC)c1OC,-1,105,-8,2,-0.6,1.4,2,1,14
O=C(NC(=S)Nc1cc(-c2nc3ccccc3[nH]2)ccc1Cl)c1ccc2c(c1)OCO2,-4,107,-5,3,1.5,4.7,-11,-6,16
O=C(COc1nsnc1N1CCOCC1)Nc1ccc(Br)cc1,1,102,-11,1,5.3,3.4,-6,1,0
COc1ccccc1NC(=O)Nc1nc(CC(=O)Nc2ccccc2F)cs1,.,.,-3,.,-1.7,-0.8,-3,.,.
COc1ccc(N2CCN(C(=O)c3ccc(COc4ccc([N+](=O)[O-])cc4)o3)CC2)cc1,2,99,.,-2,.,.,-2,3,2
O=c1[nH]c(CSc2nnc(COc3ccccc3)n2-c2ccccc2)nc2ccccc12,10,68,2,-13,0.3,0.6,.,-4,-2
Cc1ccc(S(=O)(=O)N2CCOCC2)cc1C(=O)OCC(=O)NCCc1ccc(F)cc1,.,.,-3,.,0.2,1.8,3,.,.
Brc1cccc(CNCc2cccs2)c1,-2,90,-4,-5,-1.1,-0.8,-2,5,34
CCOC(=O)CN(C(=O)CSc1nnc(-c2ccncc2)n1CCCOC)c1ccccc1,-6,98,-17,-1,1.4,-0.3,-2,-21,-106
Cc1ccc(C(=O)N2CCN(S(=O)(=O)c3ccc(Br)cc3)CC2)o1,0,104,-3,2,0.8,2.6,-8,-13,-4

# Screening results (PubChem BioAssay)

# An unsorted share of the library. About 4.1% of those tested had a hit in this group.
